Source: PubChem BioAssay
KDM4C inh: blocks human GASC-1 (KDM4C) demethylase activity; Q9H3R0; GST-KDM4C 2-372, H3K9me3 peptide, LANCE TR-FRET; inhibition, % at 12.5 µM; 96,000 tested, 0.15% active; AID 720574;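 active = mean replicate inhibition above about 25%, with at least 55% of replicates also reaching it, limit read from the data, passing the limit was not always enough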
Target sequence (Q9H3R0 2-372 limits assumed): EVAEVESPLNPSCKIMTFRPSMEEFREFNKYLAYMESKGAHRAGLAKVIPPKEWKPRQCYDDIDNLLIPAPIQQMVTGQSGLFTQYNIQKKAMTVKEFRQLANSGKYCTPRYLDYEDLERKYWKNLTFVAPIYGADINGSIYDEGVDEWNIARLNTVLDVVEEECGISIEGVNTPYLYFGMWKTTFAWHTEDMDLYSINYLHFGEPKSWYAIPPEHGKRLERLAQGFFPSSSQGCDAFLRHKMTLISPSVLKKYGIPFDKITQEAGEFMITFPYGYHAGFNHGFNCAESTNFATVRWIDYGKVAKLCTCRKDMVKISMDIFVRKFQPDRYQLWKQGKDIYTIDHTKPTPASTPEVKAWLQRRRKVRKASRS
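Test system: N-terminal GST-fused human GASC-1 (KDM4C) fragment, residues 2-372; quantity: GASC-1 enzyme at 10 nM final in reaction; dosing: single dose; schedule: 30 min demethylation and 1 h detection at room temperature; signal: LANCE TR-FRET, excitation 340 nm, emissions 618 and 671 nm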
C diff HTS: blocks growth of Clostridium difficile; Clostridium difficile clinical isolate growth, OD600, 24 h; active compounds read low; growth activity, negative = inhibition, % at 16 µg/mL (by protocol); 86,000 tested, 0.25% active; AID 1259249;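 active = mean growth activity at or below -80% and every replicate also at or below -80%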;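 also: 0% = DMSO wells and -100% = levofloxacin 16 µg/mL wells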
Pf Dd2 inh: blocks growth of Plasmodium falciparum Dd2 parasites; P. falciparum Dd2 growth, SYBR Green, 72 h; active compounds read low; activity change, % at 10 µM; 94,000 tested, 2.3% active; in the data active = activity change below about -80%
T cruzi growth: inhibitors of T. cruzi proliferation | T. cruzi beta-gal in NIH3T3, GalScreen luminescence, 90 h | inhibition, % at 8.34 µM | 77,000 tested, 5.9% active | AID 624255;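 active = mean inhibition above about 93%, with at least 55% of replicates each passing it, limit read from the data, passing the limit was not always enough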
* marks the source's active call; other numbers are inactive results; & = joins results of further samples. Rows were taken by chance; overall some 6.7% were active at least once.

Results for CCCN1[C@H](CO)[C@H](c2ccc(C3=CCCCC3)cc2)[C@@H]1CNS(C)(=O)=O ?
KDM4C inh: -0.2; C diff HTS: 1; Pf Dd2 inh: -14

Results for C[C@H](CO)N1C[C@H](C)[C@@H](CN(C)C(=O)Nc2ccc3c(c2)OCO3)Oc2c(NS(=O)(=O)c3ccccc3)cccc2C1=O ?
KDM4C inh: 3.8; C diff HTS: -2; Pf Dd2 inh: 10; T cruzi growth: 6

Results for C[C@@H]1CN([C@@H](C)CO)S(=O)(=O)c2ccc(-c3cccc(C#N)c3)cc2O[C@@H]1CN(C)Cc1ccccn1 ?
KDM4C inh: 2.7; C diff HTS: -4; Pf Dd2 inh: -6; T cruzi growth: 72

How did CC(C)C#Cc1ccc([C@H]2[C@@H](CO)N3CCCCN(C(=O)c4ccc5c(c4)OCO5)C[C@H]23)cc1 do in these assays?
KDM4C inh: -0.9; C diff HTS: 5; Pf Dd2 inh: -47; T cruzi growth: 73

How did O=C(NCc1ccc(F)cc1)[C@@H]1[C@@H](CO)[C@@H]2Cn3c(ccc(C4=CCCCC4)c3=O)[C@H]1N2 do in these assays?
KDM4C inh: -0.5; C diff HTS: -3; T cruzi growth: -1

How did N#C[C@@H]1[C@H](c2ccccc2C2=CCCC2)[C@@H](CO)N1C(=O)C1CCOCC1 do in these assays?
KDM4C inh: 11; C diff HTS: 12; Pf Dd2 inh: -23

What do the screens show for `C[C@H](CO)N1C[C@H](C)[C@H](CN(C)C(=O)C2CCCCC2)OCCCC[C@H](C)Oc2ccc(NS(=O)(=O)c3ccccc3)cc2C1=O`?
KDM4C inh: 0.3; C diff HTS: -12; Pf Dd2 inh: -43; T cruzi growth: 67

What do the screens show for `O=C(N[C@H]1CC[C@H](CCNC(=O)C2CCOCC2)O[C@H]1CO)c1ccccn1`?
KDM4C inh: -1.3; C diff HTS: 1; Pf Dd2 inh: 14; T cruzi growth: -18

What do the screens show for `C[C@@H]1CN([C@H](C)CO)C(=O)CCCn2cc(nn2)CO[C@@H]1CN(C)Cc1ccc(Cl)c(Cl)c1`?
KDM4C inh: 0.3; C diff HTS: -8; Pf Dd2 inh: 12; T cruzi growth: -63

How did C/C=C/c1cnc2c(c1)C(=O)N([C@H](C)CO)C[C@H](C)[C@H](CN(C)C(=O)Cc1cccnc1)O2 do in these assays?
KDM4C inh: 0.1; C diff HTS: -3; Pf Dd2 inh: 19; T cruzi growth: 1

What do the screens show for `CC(C)NC(=O)N(C)C[C@@H]1Oc2cc(-c3cncnc3)ccc2S(=O)(=O)N([C@@H](C)CO)C[C@@H]1C`?
KDM4C inh: 3.4; C diff HTS: 2; Pf Dd2 inh: -29; T cruzi growth: -3

What do the screens show for `COc1ccc2c3c([nH]c2c1)[C@@H](CO)N(Cc1ccc2c(c1)OCO2)CC31CN(C(=O)Nc2c(C)noc2C)C1`?
KDM4C inh: 1.2; C diff HTS: 3; Pf Dd2 inh: -14

What do the screens show for `CCCNC(=O)N(C)C[C@@H]1Oc2ncc(C#CCC(C)C)cc2C(=O)N([C@@H](C)CO)C[C@@H]1C`?
KDM4C inh: -0.7; C diff HTS: 10; Pf Dd2 inh: 2

Results for CC(C)NC(=O)Nc1ccc2c(c1)CC(=O)N([C@@H](C)CO)C[C@@H](C)[C@H](CN(C)Cc1ccc(-c3ccccc3)cc1)O2 ?
KDM4C inh: -0.3; C diff HTS: 35; Pf Dd2 inh: -70; T cruzi growth: 92

How did COCC(=O)N1C[C@H]2[C@@H](c3ccccc31)[C@H](CO)N2C(=O)Nc1ccccc1F do in these assays?
KDM4C inh: 1.9; C diff HTS: 10; Pf Dd2 inh: -12; T cruzi growth: -15

How did CN1CCN(C(=O)[C@H]2[C@H](CO)[C@H]3Cn4c(ccc(-c5cccnc5)c4=O)[C@H]3N2CC2CC2)CC1 do in these assays?
KDM4C inh: 2.1; C diff HTS: -2; Pf Dd2 inh: -3; T cruzi growth: -9

How did C/C=C/c1ccc([C@@H]2[C@H](C#N)N(c3ncc(CC)s3)[C@H]2CO)cc1 do in these assays?
KDM4C inh: -3.6; C diff HTS: 3; Pf Dd2 inh: 41; T cruzi growth: 94

How did O=S(=O)(c1ccccc1)N1[C@@H](CO)[C@@H]2c3ccccc3NC[C@@H]21 do in these assays?
KDM4C inh: 1.2; C diff HTS: 5; Pf Dd2 inh: -6; T cruzi growth: 15

How did C[C@H](CO)N1C[C@H](C)[C@@H](CN(C)Cc2cncnc2)Oc2cc(C#CC3CCCC3)ccc2S1(=O)=O do in these assays?
KDM4C inh: 1.3; C diff HTS: 4; Pf Dd2 inh: -8

What do the screens show for `CN1C(=O)c2cc(NC(=O)c3cccs3)ccc2OC[C@@H]2O[C@H](CC(=O)N3CCCCC3)CC[C@@H]21`?
KDM4C inh: -0.6; Pf Dd2 inh: 9; T cruzi growth: 69

Results for Cc1noc(C)c1NC(=O)Nc1ccc2c(c1)CC(=O)N([C@@H](C)CO)C[C@H](C)[C@H](CN(C)Cc1ccc(C(=O)Nc3ccccc3N)cc1)O2 ?
KDM4C inh: -1.3; C diff HTS: -5; Pf Dd2 inh: -10

How did C[C@H](CO)N1C[C@H](C)[C@@H](CN(C)Cc2ccc(C(=O)Nc3ccccc3N)cc2)Oc2ccc(NC(=O)CCN3CCOCC3)cc2C1=O do in these assays?
KDM4C inh: 0.2; C diff HTS: 10; Pf Dd2 inh: -6

How did Cc1ccc(S(=O)(=O)N(C)C[C@@H]2OCCCC[C@H](C)Oc3ccc(NC(=O)NC4CCCCC4)cc3C(=O)N([C@H](C)CO)C[C@H]2C)cc1 do in these assays?
KDM4C inh: -0.1; C diff HTS: -1; Pf Dd2 inh: -85*; T cruzi growth: 90

Results for C[C@@H]1CN([C@@H](C)CO)C(=O)c2cc(NC(=O)CCN3CCOCC3)ccc2O[C@H]1CN(C)S(=O)(=O)c1cccs1 ?
KDM4C inh: 1.4; C diff HTS: -2; Pf Dd2 inh: 33; T cruzi growth: -118

Results for O=C(Nc1ccccc1)N[C@@H]1CC[C@@H](CCNC(=O)c2ccccc2F)O[C@@H]1CO ?
KDM4C inh: -1.2; C diff HTS: 0; Pf Dd2 inh: -30; T cruzi growth: 43

How did C[C@@H]1CN([C@H](C)CO)S(=O)(=O)c2ccc(-c3cncnc3)cc2O[C@@H]1CN(C)C(=O)Cc1ccncc1 do in these assays?
KDM4C inh: 0.7; C diff HTS: -6; Pf Dd2 inh: 26; T cruzi growth: 31

Results for COc1ccc(S(=O)(=O)N[C@@H]2CC[C@@H](CC(=O)NCCc3ccncc3)O[C@@H]2CO)cc1 ?
KDM4C inh: -0.6; C diff HTS: -1; Pf Dd2 inh: 13; T cruzi growth: 6

How did C[C@@H]1CN([C@@H](C)CO)S(=O)(=O)c2ccc(-c3ccccc3)cc2O[C@@H]1CN(C)Cc1ccccc1C(=O)O do in these assays?
C diff HTS: -6&-10; Pf Dd2 inh: 41&26; T cruzi growth: -139&-2

Results for CCC(=O)N1[C@H](C#N)[C@H](c2ccccc2-c2cccc(C)c2)[C@@H]1CO ?
KDM4C inh: 1.5; C diff HTS: 34; Pf Dd2 inh: 5

How did C[C@@H]1CN([C@@H](C)CO)C(=O)c2cc(-c3ccc(C#N)cc3)cnc2O[C@H]1CN(C)CC1CCCCC1 do in these assays?
KDM4C inh: 0.3; C diff HTS: 12; Pf Dd2 inh: -14

What do the screens show for `O=C(C[C@H]1C=C[C@@H](NC(=O)Cc2cccnc2)[C@@H](CO)O1)NCc1ccc2c(c1)OCO2`?
KDM4C inh: -0.8; Pf Dd2 inh: -11; T cruzi growth: 44

Results for CCC(=O)Nc1ccc2c(c1)OC[C@H](C)N(Cc1ccccn1)C[C@@H](C)[C@@H](OC)CN(C)C2=O ?
KDM4C inh: 1.4; Pf Dd2 inh: -53; T cruzi growth: 6

Results for CCC(=O)N1CC2(C1)CN(S(=O)(=O)c1ccccc1)[C@@H](CO)c1[nH]c3cc(OC)ccc3c12 ?
KDM4C inh: -0.6; C diff HTS: -9; Pf Dd2 inh: -93*

How did CN1C(=O)c2cc(NC(=O)c3cccc(F)c3)ccc2OC[C@@H]2O[C@@H](CC(=O)NC3CCC3)CC[C@@H]21 do in these assays?
KDM4C inh: -0.2&-0.7; C diff HTS: -2&-5; Pf Dd2 inh: 8&-5; T cruzi growth: 4&-33

Results for C[C@@H]1CN([C@@H](C)CO)C(=O)c2cccc(NC(=O)Nc3cccc4ccccc34)c2O[C@H]1CN(C)C(=O)Nc1ccc(F)cc1 ?
KDM4C inh: 13; C diff HTS: -1; Pf Dd2 inh: -45; T cruzi growth: 61

What do the screens show for `C[C@@H]1CCCCO[C@@H](CN(C)C(=O)C2CCCCC2)[C@H](C)CN([C@@H](C)CO)C(=O)c2cc(NC(=O)Cc3ccccc3)ccc2O1`?
KDM4C inh: -0.4; C diff HTS: -2; Pf Dd2 inh: -14; T cruzi growth: 50

Results for COc1ccccc1NC(=O)N(C)C[C@@H]1Oc2cc(Br)ccc2S(=O)(=O)N([C@H](C)CO)C[C@H]1C ?
KDM4C inh: 1.2; C diff HTS: 0; Pf Dd2 inh: -48

How did CC(C)CC#Cc1ccc([C@@H]2[C@@H](CO)N3C(=O)CN(C(=O)Cc4ccccc4)C[C@@H]23)cc1 do in these assays?
KDM4C inh: -0.6; C diff HTS: 1; Pf Dd2 inh: -3

What do the screens show for `Cc1ccc(S(=O)(=O)N[C@H]2CC[C@H](CCNC(=O)C3CCC3)O[C@@H]2CO)cc1`?
KDM4C inh: -2.2; C diff HTS: -1; Pf Dd2 inh: -2

How did C[C@@H]1CN([C@H](C)CO)C(=O)c2cc(-c3ccccc3F)cnc2O[C@@H]1CN(C)Cc1cccc(F)c1 do in these assays?
KDM4C inh: 6.2; C diff HTS: -1; Pf Dd2 inh: -39

Results for C[C@@H]1CN([C@H](C)CO)S(=O)(=O)c2ccc(/C=C/c3ccccc3)cc2O[C@@H]1CN(C)C(=O)c1ccc2c(c1)OCO2 ?
KDM4C inh: 0.0; C diff HTS: 7; Pf Dd2 inh: -66; T cruzi growth: 91

Results for CN(C)CCCNC(=O)[C@H]1[C@H](CO)[C@H]2Cn3c(ccc(C4=CCCC4)c3=O)[C@@H]1N2Cc1cocn1 ?
KDM4C inh: 1.6; C diff HTS: -1; T cruzi growth: 32

What do the screens show for `CNC(=O)C[C@@H]1CC[C@@H]2[C@H](COC[C@@H](O)CN2Cc2ccccc2F)O1`?
KDM4C inh: 0.9; C diff HTS: -1&-3; Pf Dd2 inh: 38

How did CCCC#Cc1cnc2c(c1)C(=O)N([C@H](C)CO)C[C@@H](C)[C@@H](CN(C)C(=O)Nc1ccccc1F)O2 do in these assays?
KDM4C inh: -2.4; C diff HTS: 1; Pf Dd2 inh: -11; T cruzi growth: 11

Results for C[C@H](CO)N1C[C@H](C)[C@H](CN(C)Cc2ccc(C(=O)Nc3ccccc3N)cc2)Oc2ccc(NC(=O)Nc3ccccc3)cc2C1=O ?
KDM4C inh: 0.2; C diff HTS: -4; Pf Dd2 inh: -70; T cruzi growth: 42

Results for C[C@H](CO)N1C[C@H](C)[C@@H](CN(C)Cc2ccc3c(c2)OCO3)Oc2c(NC(=O)C3CCOCC3)cccc2C1=O ?
KDM4C inh: 0.6; C diff HTS: -1; Pf Dd2 inh: -1; T cruzi growth: 36

Eight entries out of the list, sorted by number of heavy atoms, falling.
How did C[C@H](CO)N1C[C@H](C)[C@@H](CN(C)Cc2ccc(C(=O)Nc3ccccc3N)cc2)Oc2ccc(NC(=O)CCN3CCOCC3)cc2C1=O do in these assays?
KDM4C inh: 0.2; C diff HTS: 10; Pf Dd2 inh: -6

Results for C[C@H](CO)N1C[C@H](C)[C@@H](CN(C)C(=O)Nc2ccc3c(c2)OCO3)Oc2c(NS(=O)(=O)c3ccccc3)cccc2C1=O ?
KDM4C inh: 3.8; C diff HTS: -2; Pf Dd2 inh: 10; T cruzi growth: 6

Results for CC(C)NC(=O)Nc1ccc2c(c1)CC(=O)N([C@@H](C)CO)C[C@@H](C)[C@H](CN(C)Cc1ccc(-c3ccccc3)cc1)O2 ?
KDM4C inh: -0.3; C diff HTS: 35; Pf Dd2 inh: -70; T cruzi growth: 92

Results for C[C@H](CO)N1C[C@H](C)[C@@H](CN(C)Cc2ccc3c(c2)OCO3)Oc2c(NC(=O)C3CCOCC3)cccc2C1=O ?
KDM4C inh: 0.6; C diff HTS: -1; Pf Dd2 inh: -1; T cruzi growth: 36

How did CN1C(=O)c2cc(NC(=O)c3cccc(F)c3)ccc2OC[C@@H]2O[C@@H](CC(=O)NC3CCC3)CC[C@@H]21 do in these assays?
KDM4C inh: -0.2&-0.7; C diff HTS: -2&-5; Pf Dd2 inh: 8&-5; T cruzi growth: 4&-33

Results for CCC(=O)Nc1ccc2c(c1)OC[C@H](C)N(Cc1ccccn1)C[C@@H](C)[C@@H](OC)CN(C)C2=O ?
KDM4C inh: 1.4; Pf Dd2 inh: -53; T cruzi growth: 6

What do the screens show for `C[C@@H]1CN([C@H](C)CO)C(=O)CCCn2cc(nn2)CO[C@@H]1CN(C)Cc1ccc(Cl)c(Cl)c1`?
KDM4C inh: 0.3; C diff HTS: -8; Pf Dd2 inh: 12; T cruzi growth: -63

How did COCC(=O)N1C[C@H]2[C@@H](c3ccccc31)[C@H](CO)N2C(=O)Nc1ccccc1F do in these assays?
KDM4C inh: 1.9; C diff HTS: 10; Pf Dd2 inh: -12; T cruzi growth: -15
